Bioassay records as filed in PubChem.
Pol eta inh = qHTS for Inhibitors of Polymerase Eta; hit rate 1.2% among 390,000; Potency, µM (top dose mostly 114 µM), for inactives: at the top dose activity change, negative = inhibition, hits mostly inhibitors; DNA polymerase eta (Homo sapiens), Q9Y253; recombinant Pol eta, fluorescent DNA replication assay; AID 588591, 2011; note: % is set by controls: 0 for no effect and ±100 for the full control effect
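Pol eta at 10 nM preincubated with compounds 15 min at room temperature; reaction started with fluorescent substrate (50 nM final) and read kinetically at 0 and 10 min.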
Anesthetic bind = qHTS Assay for Identification of Novel General Anesthetics. Ferritin light chain (Equus caballus), P02791. apoferritin/1-aminoanthracene competitive binding, fluorescence. Potency, µM (highest dose often 77.5 µM), without a hit: at the top dose activity change, negative = displacement, usual class: inhibitors. hit rate 0.074% among 350,000. AID 485281, 2010; note: % is set by controls: 0 for no effect and ±100 for the full control effect; nearly all actives have a fitted effect of over 20% in size
Target sequence (P02791 2-175 limits assumed): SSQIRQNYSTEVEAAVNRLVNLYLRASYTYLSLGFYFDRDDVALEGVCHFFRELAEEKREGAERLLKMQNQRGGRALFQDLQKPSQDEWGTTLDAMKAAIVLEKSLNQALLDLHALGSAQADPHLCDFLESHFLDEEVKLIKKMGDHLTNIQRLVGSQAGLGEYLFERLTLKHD
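Horse-spleen apoferritin (10 uM) in 50% saturated 1-aminoanthracene in PBS was incubated 10 min at room temperature with compound. Fluorescence (ex 380, em 535 nm) was normalized to free and bound 1-AMA, with concentration-response fitted by a four-parameter Hill equation.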
APE1 inh = qHTS Assay for Inhibitors of the Human Apurinic/apyrimidinic Endonuclease 1 (APE1); AID 2517, 2012; Potency, µM (top dose mostly 65.8 µM), without a hit: at the top dose activity change, negative = inhibition, hits mostly inhibitors; recombinant APE1, TAMRA/BHQ-2 abasic DNA cleavage fluorescence; hit rate 0.35% among 350,000;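 note: plate controls were vehicle for no effect and reference inhibitor for full effect; nearly all actives have a fitted effect of over 55% in size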
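Readout is kinetic fluorescence (ex 525, em 598 nm) from cleavage of 50 nM TAMRA/BHQ-2 THF abasic duplex by 0.75 nM APE1, compound added 15 min beforehand at RT.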
G9a inh = qHTS Assay for Inhibitors of Histone Lysine Methyltransferase G9a. G9a H3K9 monomethylation, AlphaScreen, 2 h. Potency, µM (highest dose often 102 µM), for the others: at the top dose activity, negative = inhibition, usual class: inhibitors. hit rate 8.8% among 350,000; note: % is set by controls: 0 for no effect and ±100 for the full control effect; nearly all actives have a fitted effect of over 75% in size
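G9a (20 nM) was preincubated 15 min with compound, then reacted 2 h at room temperature with 500 nM biotin-H3K9 peptide and 20 µM SAM. Monomethyl-H3K9 detected by AlphaScreen using anti-H3K9me1 antibody.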
Pol beta inh = qHTS Assay for Inhibitors of DNA Polymerase Beta | P06746 | Pol beta primer extension/strand displacement, fluorescence kinetic | Potency, µM (doses to about 114 µM), for inactives: at the highest dose activity change, negative = inhibition, actives largely listed as inhibitors | hit rate 1.3% among 340,000; note: % is set by controls: 0 for no effect and ±100 for the full control effect
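Kinetic readout of DNA synthesis with strand displacement by Pol beta. Compound and 10 nM enzyme sit 15 min at room temperature; 50 nM substrate starts the reaction, read immediately and at 10 min.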
Pol iota inh = qHTS for Inhibitors of Polymerase Iota; hit rate 1% among 390,000; DNA polymerase iota (Homo sapiens), Q9UNA4; Potency, µM (series often up to 115 µM), without a hit: at the top dose activity, negative = inhibition, usual class: inhibitors; Pol iota fluorescent replication assay, 10 min
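Pol iota at 10 nM preincubated 15 min with compounds at room temperature; reaction started with fluorescent substrate, 50 nM final. Fluorescence read kinetically at 0 and 10 min; buffer-only wells as negative control.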
BLM inh = qHTS Assay for Inhibitors of Bloom's syndrome helicase (BLM) | recombinant BLM DNA unwinding, fluorescence dequenching | Potency, µM (top dose mostly 56.1 µM), for the others: top-dose activity change, negative = inhibition, hits mostly inhibitors | RecQ-like DNA helicase BLM (Homo sapiens), P54132 | hit rate 0.2% among 350,000;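 note: plate controls were vehicle for no effect and no enzyme for full effect; nearly all actives have a fitted effect of over 35% in size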
Pol kappa inh = qHTS for Inhibitors of Polymerase Kappa; AID 588579, 2011; purified Pol kappa, fluorescent DNA synthesis assay, 10 min; DNA polymerase kappa (Homo sapiens), Q9UBT6; Potency, µM (highest dose often 107 µM), inactives show top-dose activity, negative = inhibition, hits mostly inhibitors; hit rate 0.53% among 400,000; note: % is set by controls: 0 for no effect and ±100 for the full control effect
Target sequence (Q9UBT6 whole entry, looked up): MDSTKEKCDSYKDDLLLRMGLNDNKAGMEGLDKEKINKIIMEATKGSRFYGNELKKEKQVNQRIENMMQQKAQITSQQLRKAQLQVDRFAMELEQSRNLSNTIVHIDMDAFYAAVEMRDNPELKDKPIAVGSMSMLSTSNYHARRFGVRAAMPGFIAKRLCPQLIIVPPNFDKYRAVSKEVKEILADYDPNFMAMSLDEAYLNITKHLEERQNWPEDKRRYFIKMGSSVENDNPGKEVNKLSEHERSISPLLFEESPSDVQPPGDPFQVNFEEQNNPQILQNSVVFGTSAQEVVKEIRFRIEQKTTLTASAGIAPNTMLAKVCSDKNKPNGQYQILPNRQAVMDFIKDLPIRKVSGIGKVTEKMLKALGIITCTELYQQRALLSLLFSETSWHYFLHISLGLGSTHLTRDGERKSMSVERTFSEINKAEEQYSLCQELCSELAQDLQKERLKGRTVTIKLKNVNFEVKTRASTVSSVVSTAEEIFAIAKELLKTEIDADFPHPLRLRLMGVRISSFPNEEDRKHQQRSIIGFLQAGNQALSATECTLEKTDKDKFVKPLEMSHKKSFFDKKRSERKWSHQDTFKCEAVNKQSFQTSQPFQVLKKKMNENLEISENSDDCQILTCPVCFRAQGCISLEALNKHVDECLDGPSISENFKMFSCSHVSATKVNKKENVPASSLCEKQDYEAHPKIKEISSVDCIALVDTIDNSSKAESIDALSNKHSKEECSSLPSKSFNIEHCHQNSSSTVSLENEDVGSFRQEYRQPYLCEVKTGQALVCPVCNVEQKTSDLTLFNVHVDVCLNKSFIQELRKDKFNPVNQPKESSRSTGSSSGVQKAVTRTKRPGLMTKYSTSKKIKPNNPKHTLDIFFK
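Kinetic fluorescence readout at 0 and 10 min followed reaction start with substrate at 50 nM final. Beforehand, enzyme (10 nM Pol kappa) stood 15 min with compound at room temperature; buffer-only wells were negative controls.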
BAZ2B block = qHTS Assay for Inhibitors of BAZ2B | AlphaScreen BAZ2B-H3K14Ac peptide displacement | hit rate 4.4% among 360,000 | Potency, µM (highest dose often 114 µM), inactives show at the top dose activity change, negative = inhibition, actives largely listed as inhibitors | Bromodomain adjacent to zinc finger domain protein 2B (Homo sapiens), Q9UIF8; note: % is set by controls: 0 for no effect and ±100 for the full control effect; nearly all actives have a fitted effect of over 60% in size
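BAZ2B 50 nM plus b-H3(5-23)K14Ac 50 nM, PBS pH 7.4/0.01% Tween-20, 30 min RT; compound added (max 110 uM), 30 min RT; streptavidin donor/Ni-chelate acceptor beads 10 ug/mL final, 20 min dark; AlphaScreen read.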
* marks the source's active call; other numbers are inactive results; ? = inconclusive; . = not tested or not shown; & = joins results of further samples; [ ] = dose if it differs, or a comment. Calls come from the whole dose curve; as a rule, active = well fitted curve in the direction sought with a large enough effect; inconclusive = small, poorly fitted or top-dose-only effect, or another doubt; inactive = no such curve, though single readings can be large; an effect the other way counts as inactive or inconclusive. Potency is the fitted concentration of half-maximal effect. A portion of the library. The share of hits here may be higher or lower than overall.

smiles,Pol eta inh,Anesthetic bind,APE1 inh,G9a inh,Pol beta inh,Pol iota inh,BLM inh,Pol kappa inh,BAZ2B block
O=C(CCCn1c(=O)c2cccn2c2cccnc21)NCc1ccccc1Br,6%,46%[activator],.,-21%[59 µM],-12%,26%,3%,-20%,-30%
CN1C2CCC1CC(NC(=O)c1ccc([N+](=O)[O-])cc1)C2 (configuration not stated),-13%,3%,28%,11%,21%,11%,0%,13%,-8%
COc1ccc(CNC(=O)COc2ccc(F)cc2)cc1,-24%,-4%,-5%,9%,0%,20%,-3%,-2%,-4%
Cc1noc(C)c1COC(=O)c1cc(=O)[nH]c2ccccc12,-4%,-5%,5%,-7%[59 µM],?,3%,-1%,-9%,20%
Cc1ccc(S(=O)(=O)N2CCCCC2)cc1NC(=O)COC(=O)C1(C)CC1(Cl)Cl (configuration not stated),?,.,-5%,-4%[59 µM],.,?,.,-10%,14%
O=C(N/N=C/C(Cl)=C/c1ccccc1)c1ccccc1F,-15%,-1%,47%[activator],32µM*,11%,86%[activator],-5%,-6%,-16%
CC(C)CNS(=O)(=O)c1cc(C(=O)OC2CCOC2=O)c(Cl)cc1Cl (configuration not stated),-17%,-2%,35%,-2%,-21%,136%[activator],-4%,5%,0%
N#C/C(=C(/O)CCl)c1nc(-c2ccccc2)cs1,40µM*,-8%,11%,.,?,?,-6%,-15%,?

Further entries follow:
smiles,Pol eta inh,Anesthetic bind,APE1 inh,G9a inh,Pol beta inh,Pol iota inh,BLM inh,Pol kappa inh,BAZ2B block
Cc1cc(CNC(=O)c2cc(-c3ccccc3)nc3ccccc23)nn1C,-8%,-7%,-9%,14%[59 µM],-1%,163%[activator],-12%,0%,6%
S=C(Nc1ccccc1)Nc1nc2ccccc2n1CCOc1ccc(Br)cc1,-17%,5%,8%,?,-4%,15%,-8%,-13%,3.2µM*
CCOC(=O)c1ccccc1NC(=O)COC(=O)C1CCCC1,-19%,.,-6%,-3%[0.501 µM],.,27%,.,-4%,116%[activator]
CC1(NC(=O)CSc2nnc(-c3ccco3)n2Cc2ccccc2)CCS(=O)(=O)C1 (configuration not stated),0%,.,-6%,6%[12.7 µM],.,-10%,.,-8%,-6%
C=CCn1c(O)c(CN2CCCCC2)c(C)c(C#N)c1=O,-20%,-4%,-7%,50µM*,10%,28µM*,-7%,-10%,-33%
Cc1ccc(NC(=S)N2CCC(N(C)CC3CCCO3)CC2)cc1 (configuration not stated),1%,-4%,1%,-1%,-21%,10%,-5%,-20%,9%
CCn1cc(Cl)c(C(=O)N2N=C(c3ccc4ccccc4c3)CC2c2ccccc2O)n1 (configuration not stated),?,1%,-2%,-34%[59 µM],-3%,-10%,2%,-5%,-38%
CCc1ccc(OCC(=O)N(Cc2ccc(C)o2)C2CCS(=O)(=O)C2)cc1 (configuration not stated),.,-3%,.,-22%[59 µM],20%,12%,0%,11%,-29%

(next part)
smiles,Pol eta inh,Anesthetic bind,APE1 inh,G9a inh,Pol beta inh,Pol iota inh,BLM inh,Pol kappa inh,BAZ2B block
COCCCNc1nc(NCc2ccc(C)cc2)c2cnn(C)c2n1,.,1%,.,3%[12.7 µM],28%,-3%,-1%,-3%[60.1 µM],-20%
CN(CCc1cn[nH]c1)C(=O)CC1C(=O)NCCN1Cc1cccc(Oc2ccccc2)c1 (configuration not stated),-3%,-15%,-2%,.,11%,4%,-2%,-7%,-12%
CN1CCc2c(sc3ncn4nc(-c5ccccc5O)nc4c23)C1,.,-12%,-5%,94%[activator][12.7 µM],11%,.,76%[activator],.,-1%
O=C(Nc1cccc(C(=O)O)c1)/C(=C\c1ccccc1)NC(=O)c1cccc2ccccc12,-23%,-4%,13%,-48%[0.501 µM],9%,16%,-2%,-15%,-3%
O=C(NC1CCCCC1)c1ccc(CSc2nc3cccnc3n2Cc2ccc(F)cc2)cc1,-13%,-1%,.,-26%[59 µM],6%,3%,0%,-3%,-9%
CCN1CCN(CCNC(=O)c2ccc3c(c2)N(Cc2ccc(F)cc2)C(=O)c2ccccc2S3=O)CC1 (configuration not stated),-8%,-6%,45%,?,6%,2%,4%,-3%,-18%
CC1CCc2c(sc(NC(=O)c3nc4ncccn4n3)c2C#N)C1 (configuration not stated),-2%,-5%,-5%,3.2µM*,-2%,-13%,-3%,3%,-25%
Cc1cc(NC(=O)CSc2nc3ccc(Cl)cc3[nH]2)no1,-9%,?,2%,10%,24%,31%[activator],-2%,2%,11%

In a second layout: 3 of the compounds above.
Values run as follows: Pol eta inh | Anesthetic bind | APE1 inh | G9a inh | Pol beta inh | Pol iota inh | BLM inh | Pol kappa inh | BAZ2B block
CN1CCc2c(sc3ncn4nc(-c5ccccc5O)nc4c23)C1
  . | -12% | -5% | 94%[activator][12.7 µM] | 11% | . | 76%[activator] | . | -1%
CN(CCc1cn[nH]c1)C(=O)CC1C(=O)NCCN1Cc1cccc(Oc2ccccc2)c1 (configuration not stated)
  -3% | -15% | -2% | . | 11% | 4% | -2% | -7% | -12%
O=C(NC1CCCCC1)c1ccc(CSc2nc3cccnc3n2Cc2ccc(F)cc2)cc1
  -13% | -1% | . | -26%[59 µM] | 6% | 3% | 0% | -3% | -9%

Later entries
smiles,Pol eta inh,Anesthetic bind,APE1 inh,G9a inh,Pol beta inh,Pol iota inh,BLM inh,Pol kappa inh,BAZ2B block
Cc1cc(C(F)(F)F)n(-c2nc(C(=O)NN)cs2)n1,-25%,?,-1%,-8%,5%,21%,-5%,4%,-12%
O=C(CN(c1ccc(F)cc1)S(=O)(=O)c1ccc2c(c1)OCCO2)NCC1CCCO1 (configuration not stated),-11%,-4%,-8%,0%[59 µM],8%,6%,0%,6%,4%
O=C(Nc1nnc(-c2ccncc2)o1)c1cccc(N2C(=O)CCC2=O)c1,-21%,-6%,-3%,?,2%,58%[activator],-4%,-8%,.
COC(=O)C1CN(C(=O)c2ccc(OC(F)F)cc2)c2ccccc2O1 (configuration not stated),-12%,1%,-2%,2%,15%,57%[activator],0%,5%,-2%
CCc1nnc2n1N=C(c1ccc([N+](=O)[O-])cc1)CS2,-9%,0%,-1%,35µM*,79%,-22%[58.9 µM],-3%,-4%,-5%
COc1ccccc1OCC(=O)OCc1cc(-c2ccco2)on1,-6%,.,-9%,4%[12.7 µM],.,-2%,.,0%,12%
O=C(NCCCCc1ccccc1)C1CC(c2cc(C(F)(F)F)cc(C(F)(F)F)c2)=NO1 (configuration not stated),-10%,-2%,0%,9%[12.7 µM],1%,2%,-7%,-17%,2%
Cc1ccc2[nH]c(C(=O)N/N=C/c3ccccc3C(=O)O)c(-c3ccccc3)c2c1,-2%,-8%,1%,23%,13%,-11%,-9%,-7%,?

(continued)
smiles,Pol eta inh,Anesthetic bind,APE1 inh,G9a inh,Pol beta inh,Pol iota inh,BLM inh,Pol kappa inh,BAZ2B block
CCCCCCCCCS(=O)(=O)Nc1cc(C)ccn1,-2%,-15%,18%,?,-4%,21%,-2%,-10%,-3%
Cc1cc(C)c(-n2c(O)c(C=NCCN3CCOCC3)c(=O)[nH]c2=O)c(C)c1,7%,-7%,3%,-5%,91%,-1%,-2%,2%,-2%
CCc1ccc2nc(N=C(N)N)nc(C)c2c1,-10%,-15%,7%,-37%,-18%,117%[activator],66%[activator],-9%,-17%
COc1cc(OC)c(NS(=O)(=O)c2cc3c(cc2C)N(C(C)=O)CCO3)cc1Cl,-2%,-2%,.,-29%[59 µM],-15%,21%,-1%,-5%,-12%
COc1ccc(C2CC(=O)c3cc(-c4nc(-c5ccc(Cl)cc5)cs4)c(=O)[nH]c3C2)cc1 (configuration not stated),-24%,1%,.,?,2%,3%,-6%,9%,-4%
CCc1nc(SCC(=O)Nc2ccc3c(c2)OCCO3)c2oc3ccccc3c2n1,-3%,-10%,0%,14%[12.7 µM],0%,26%,1%,2%,-5%
Cc1ccccc1NC(=O)c1c(C)nc(SCC(=O)OCc2ccccc2)c(C#N)c1-c1ccc(F)cc1,-10%,-10%,17%,28%[59 µM],31%[activator],20%,-2%,-1%,1%
COc1ccc(NC(=O)N2CCc3c([nH]c4ccc(OC)cc34)C2c2ccc(OC)cc2)cc1 (configuration not stated),-18%,73%[activator],.,?,5%,17%,-9%,-1%,?

More structures.
smiles,Pol eta inh,Anesthetic bind,APE1 inh,G9a inh,Pol beta inh,Pol iota inh,BLM inh,Pol kappa inh,BAZ2B block
COc1ccccc1CNc1cc(-c2ccccc2CN(C)C)ncn1,.,.,-3%,30%[0.501 µM],.,.,-4%,-2%[60.1 µM],.
CCOC(=O)c1ccc(NC(=S)N(CCN2CCCCCC2)Cc2cccs2)cc1,-15%,-17%,0%,?,-1%,32%[activator],-11%,0%,-32%
CCCCN(CC)CCCNC(=O)c1ccc2c(c1)N(Cc1ccc(C)cc1)C(=O)c1ccccc1S2,?,?,.,-30%[59 µM],0%,-10%,3%,-2%[60.1 µM],?
CCCn1c2ccc(F)cc2c2nnc(SCCN3CCOCC3)nc21,-9%,-9%,0%,?,8%,51%[activator],3%,1%,-18%
Clc1cncc(Cl)c1NNc1c2ccccc2nc2ccccc12,-9%,37%[activator],3%,1.3µM*,7%,12%,-4%,-19%,?
CCCCN(CC)CCNC(=O)Cn1cnc2sc(C)c(S(=O)(=O)N3CCC(C)CC3)c2c1=O,-1%&-7%,-3%&2%,0%,7%,0%&31%,115%&-13%[activator],0%&1%,-10%&-3%,0%&1%
Cc1ccc(-n2c(=O)c3sc4ccccc4c3n(C)c2=O)cc1F,-3%,-2%,.,-20%[59 µM],28%,?,-6%,-7%,-3%
C=CCNC(=O)C1CC1(c1ccc(C)cc1)c1ccc(C)cc1 (configuration not stated),-20%,-3%,2%,.,-22%,96%[activator],-1%,-10%,31%[activator]
O=C(Nc1ccc(-c2csnn2)cc1)C(Cl)(Cl)Cl,-18%,0%,2%,6%,8%,22%,-4%,-16%,-3%
